TAG inh = inhibitors of triacylglycerol accumulation, primary screen, cell-based, uHTS, fluorescence, H9c2 | H9c2 cells, Nile Red lipid (TAG) fluorescence; cells loaded with 200 µM oleic acid | hit rate 0.66% among 230,000 | inhibition, % at 12.5 µM;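 active = pattern-corrected inhibition of lipid staining of at least 50% with the nuclear-stain viability signal not falling by more than 50%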;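 also: 0% = DMSO wells and 100% = triacsin C control wells; some results filed as inactive read as strong as hits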
TAG inh DAPI viability = recorded beside TAG inh, whose call it bears; DAPI nuclei signal change (viability), lower = more cytotoxic, %;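 whole-well DAPI fluorescence read on a plate reader as a viability signal; minus 50 percent equals half of cells still viable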
An asterisk follows results filed as active; & = joins results of further samples. This is a subset; the hit share may differ from the screen's.

SMILES	TAG inh	TAG inh DAPI viability
CS(=O)(=O)Cc1cc(Sc2ccccc2)nc(-c2ccncc2)n1	5	6
Cc1nc(P(=O)(c2ccccc2)c2ccccc2)c(N2CCOCC2)o1	18	-7
CC(NC(=O)/C(C#N)=C1\N=C(NC(=O)c2ccco2)c2ccccc21)c1ccccc1 (stereo not given)	-2	-6
COc1cccc(-n2c(SC)nnc2-c2c[nH]c3ccccc23)c1	5	-8
CCOCCCNC(=O)C(c1ccc(OC)cc1)N(Cc1ccc2c(c1)OCO2)C(=O)c1ccccc1O (stereo not given)	3	0
COc1ccc(C(O)c2ncc(-c3ccccc3C)[nH]2)cc1F (stereo not given)	-18	-4
O=C1CCCN1c1ccc(CNS(=O)(=O)c2ccc(F)cc2)cc1	-20	0
COc1cccc(-c2noc(-c3ccc(Br)o3)n2)c1	1	2
CCc1cccc(C)c1NC(=O)CSc1nnc(C)o1	-4	2
CCn1c(SCC(=O)Nc2nccs2)nnc1-c1ccccn1	-1	-1
CCc1nnc(NC(=O)c2ccc(S(=O)(=O)N(CC(C)C)CC(C)C)cc2)o1	-2	-4
COc1ccccc1NC(=O)Nc1cc(C(C)(C)C)nn1C	-6	0
C=CCCC(=O)Nc1ccc(Br)cn1	2	-7
COc1ccc(NS(=O)(=O)c2cc(NC(=O)Cc3n[nH]c(=O)c4ccccc34)ccc2OC)cc1	-33	-4
COc1ccc(C2=NO[C@@H]3C(=O)N(c4ccc5c(c4)OCCO5)C(=O)[C@H]23)cc1OC	-7	11
O=C(COc1ncnc2ccccc12)NCCC1=CCCCC1	5	-7
Cn1c(SCCCC(=O)c2ccc(Br)cc2)nnc1-c1ccncc1	5	-7
COc1ccc(NC(=O)N(C)C[C@H]2Oc3ccc(NC(=O)CCC(F)(F)F)cc3C(=O)N([C@H](C)CO)C[C@@H]2C)cc1	7	-9
COc1ccc(-n2c(=O)[nH]c3cc(C(=O)NCCc4ccc(Cl)cc4)ccc3c2=O)cc1OC	20	-22
COc1ccc(S(=O)(=O)N2CCOCC2)cc1NC(=O)Cc1cccs1	-6	1
Cc1ccc(C(=O)CSc2nnc(COc3cc(C)cc(C)c3)o2)cc1	-22	-1
CCN1CCN(C(=O)C2CCN(S(=O)(=O)c3cccc4cccnc34)CC2)CC1	-1	2
O=C(O)CC(CC(=O)O)(C(=O)O)c1ccccc1	0	1
Cc1nc2c(c(=O)n1CCC(C)C)c1nc3ccccc3nc1n2CC1CCCO1 (stereo not given)	19	19
COc1cc(CO)ccc1OCc1nnnn1-c1ccc(C)cc1	-20	-7

The closing 7 compounds of the part above lead into the next:
SMILES	TAG inh	TAG inh DAPI viability
COc1ccc(-n2c(=O)[nH]c3cc(C(=O)NCCc4ccc(Cl)cc4)ccc3c2=O)cc1OC	20	-22
COc1ccc(S(=O)(=O)N2CCOCC2)cc1NC(=O)Cc1cccs1	-6	1
Cc1ccc(C(=O)CSc2nnc(COc3cc(C)cc(C)c3)o2)cc1	-22	-1
CCN1CCN(C(=O)C2CCN(S(=O)(=O)c3cccc4cccnc34)CC2)CC1	-1	2
O=C(O)CC(CC(=O)O)(C(=O)O)c1ccccc1	0	1
Cc1nc2c(c(=O)n1CCC(C)C)c1nc3ccccc3nc1n2CC1CCCO1 (stereo not given)	19	19
COc1cc(CO)ccc1OCc1nnnn1-c1ccc(C)cc1	-20	-7
COc1cc([N+](=O)[O-])ccc1NC(=O)CCCOc1ccc(C)cc1	-15	8
CCc1nc(NCCc2ccccn2)c2nnn(Cc3ccccc3F)c2n1	-55	-3
Cc1ccc(NCc2ccccc2)cc1	2	-9
CCC[C@@H]1Cc2ccccc2N1C(C)=O	-2	0
C/C(=N\Nc1nc(N2CCOCC2)nc(N2CCOCC2)n1)c1ccc([N+](=O)[O-])cc1	6	-20
COc1ccccc1N1CCN(C(=O)c2cc3c(=O)n(C)c4ccccc4c3n2C)CC1	-12	2
Cc1nn2c(=O)cc(CSc3nc4ccccc4[nH]3)nc2s1	1	2
O=C(NNc1nc2cc3c(cc2s1)OCO3)c1ccccc1	-19	6
COc1ccc(S(=O)(=O)N(Cc2cc3ccc(OC)cc3[nH]c2=O)CC2COCCO2)cc1 (stereo not given)	11	-3
COc1cccc(Nc2nc(C)cc(C)c2C#N)c1	0	0
O=C(c1sccc1-c1ccccc1)N1CCN(S(=O)(=O)c2ccccc2)CC1	-3	-2
Cc1cc(N2CCOCC2)nc2ccc(NC(=O)C3CCCCC3)cc12	19	22
CCN(CC)S(=O)(=O)c1ccc(Oc2ccc(S(=O)(=O)N(CC)CC)cc2)cc1	-12	15
COc1cc(/C=N\NC(=O)c2cccc(Cl)c2)ccc1Oc1ccc([N+](=O)[O-])cn1	-7	0
COc1ccc(CC(=O)NCc2ccc(F)cc2)cc1S(=O)(=O)N1CCOCC1	-2	1
CC1(C(=O)NCc2ccc(F)c(F)c2)Cc2c(-c3ccc4c(c3)OCO4)ccnc2O1 (stereo not given)	36	-30
COc1ccc(/C=C/C(=O)OC2CCCCC2CN(C)C)cc1 (stereo not given)	2	110
COc1cc(C2C(C(=O)c3cccs3)=C(O)C(=O)N2c2cc(C)on2)ccc1O (stereo not given)	11	-8
O=C(NC12CC3CC(CC(C3)C1)C2)N1CCCC(CO)C1 (stereo not given)	-9	13
CN(C(=O)c1cccc(NC(=O)Cc2ccc(NC(=O)C3CCN(C(=O)CCc4ccccc4)CC3)cc2)c1)C1CC1	-27	9
CCN(CC(=O)Nc1ccc(NC(C)=O)cc1)C(=O)CCCOc1cccc(C)c1	-19	-2
O=C(O)c1cccc(N/N=C/c2cc(Br)cc(Br)c2O)c1	9	-3
C=CCNc1ncnc2c1ncn2[C@H]1CN(Cc2cc(OC)c(OC)c(OC)c2)C[C@@H](CO)O1	18	-5
O=C(COc1ccc(Br)cc1)N(Cc1nnc(-c2ccccc2Cl)o1)C1CC1	-28	4
CC(=O)NNC(=O)c1[nH]c2ccc(Cl)cc2c1-c1ccccc1	6	0

Carrying on:
SMILES	TAG inh	TAG inh DAPI viability
Cc1ccc(NC(=O)c2cc(NC(=O)c3ccco3)ccc2N2CCOCC2)cc1	-4	2
C#CCN(C(=O)c1cc(COc2cccc(C(F)(F)F)c2)on1)C1CCCCC1	-3	3
CC(C)(C)NC(=O)N1CCN(c2ncccc2C(F)(F)F)CC1	-1	-5
CC(C)[C@H](NC(=O)CCCn1nnc2ccccc2c1=O)C(=O)O	-1	1
CCOC(=O)/C(N=Nc1ccc2c(c1)OCO2)=C(\C)O	7	18
Cc1cc(C(=O)NNc2c(Cl)cccc2Cl)no1	-5	-3
COc1ccc(-c2ccc(C)cc2)cc1[C@H]1[C@H]2C=CC[C@@H](C)[C@@H]2C(=O)N1Cc1ccccc1	8	-1
O=C1CCC(C(=O)Nc2ccccc2N2CCOCC2)=NN1	1	-3
O=C1Nc2c(ccc(Cl)c2Cl)C(=O)C1(F)c1ccccc1 (stereo not given)	10	-1
Cc1ccc(NC(=O)CC(=O)Nc2ccc(C)cc2)cc1	2	5
N#CC1=C(N)Oc2[nH]c(=S)[nH]c(=O)c2C12C(=O)Nc1ccccc12 (stereo not given)	-3	0
O=[N+]([O-])c1ccc(Sc2ccc(F)cc2)nc1	4	-2
O=C(c1cccc(S(=O)(=O)Nc2cccc(C(F)(F)F)c2)c1)N1CCOCC1	-7	3
COC(=O)c1[nH]c2ccc(Br)cc2c1NC(=O)C(C)N1CCN(C2CCCCC2)CC1 (stereo not given)	14	-4
CCN1C(=O)CC(N2CCN(c3ccc(OC)cc3)CC2)C1=O (stereo not given)	18	-1
C=C(C)CN(CC)C(=O)CN1C(=O)NC2(CCc3ccccc32)C1=O (stereo not given)	9	3
CCOC(=O)Cc1csc(N/N=C\c2ccccc2OC)n1	10	1
C=CCNC(=S)N1CC2(C)CN(C(=S)NCC=C)CC(C)(C1)C2=O	13	-12
COc1cccc(C(=O)N2CCN(C(=O)c3cccc4ccccc34)CC2)c1OC	-4	4
COc1ccc([C@H]2C[C@@H](n3cc(-c4ccc(F)cc4)nn3)[C@H](O)CN2C(=O)C2CCCCC2)cc1	9	-4
CC1CCCCN1C(=O)Cc1ccc(F)cc1 (stereo not given)	6	-10
COc1ccc(-c2csc(C(O)c3cccc(OC)c3)n2)cc1 (stereo not given)	-25	-2
COc1ccc(NC(=O)CN(C)C(=O)c2ccc3ccccc3n2)cc1	-8	5
COC(=O)c1ccc(COC(=O)CNC(=O)c2ccc(C)s2)cc1	12	2
CC(c1ccccc1)n1cc(C(=O)NCC2CCCO2)nn1 (stereo not given)	-16	3

Not a retest: entries from further up.
SMILES	TAG inh	TAG inh DAPI viability
O=C1Nc2c(ccc(Cl)c2Cl)C(=O)C1(F)c1ccccc1 (stereo not given)	10	-1
Cc1ccc(NC(=O)CC(=O)Nc2ccc(C)cc2)cc1	2	5
N#CC1=C(N)Oc2[nH]c(=S)[nH]c(=O)c2C12C(=O)Nc1ccccc12 (stereo not given)	-3	0
O=[N+]([O-])c1ccc(Sc2ccc(F)cc2)nc1	4	-2
O=C(c1cccc(S(=O)(=O)Nc2cccc(C(F)(F)F)c2)c1)N1CCOCC1	-7	3
COC(=O)c1[nH]c2ccc(Br)cc2c1NC(=O)C(C)N1CCN(C2CCCCC2)CC1 (stereo not given)	14	-4

(further entries)
SMILES	TAG inh	TAG inh DAPI viability
CCC(CO)Oc1cc(NCc2ccccc2)c2ncn(C(C)C)c2c1 (stereo not given)	-2	-12
COc1ccc(/C=C(\NC(=O)c2ccc(OC)cc2)C(=O)N2CCCCC2)cc1	-13	2
CCCN1C(=O)c2ccc(C(=O)NC3=NCCS3)cc2C1=O	10	-10
Cc1cccc(OCC(=O)Nc2ccc(N3CCN(C(=O)c4ccco4)CC3)cc2)c1C	-35	-3
CCN(CC)C(=O)CSc1nnc([C@H](Cc2c[nH]c3ccccc23)NC(=O)OC(C)(C)C)o1	-8	7
Cc1cc(=O)n2nc(N3CCCC(C(=O)Nc4cccc(C)c4C)C3)sc2n1 (stereo not given)	0	-2
CCOC(=O)N1CCN(C(=O)c2cc(COc3ccc(OC)cc3Cl)on2)CC1	6	-2
C/C(N)=C(/C#N)C(=O)CSc1nc(C2CCCCC2)n(-c2ccccc2)n1	-3&1	6&11
CCOC(=O)/C(=N\Nc1ccccc1Cl)N(C)C1CCCCC1	-2	-8
CN(CCOc1ccccc1)C(=O)c1ccc2c(c1)OCO2	8	-10
OC[C@@H]1CN(Cc2ccncc2)C[C@H](n2cnc3c(NC4CC4)ncnc32)O1	-4	2
COc1cccc(/C=C/c2ccncc2)c1OC	-12	14
COc1cc(OC)cc(-c2oc(=O)c3cc(OC)c(OC)cc3c2C(F)(F)F)c1	0	-6
Cc1cccc(C(=O)OC(C)C(=O)NC2CCCc3ccccc32)c1O (stereo not given)	-19	5
CC(C)NC(=O)CN1C(=O)c2ccccc2S1(=O)=O	3	1
CC(=O)Nc1ccc(S(=O)(=O)N[C@@H](C)C(=O)NC2CCCc3ccccc32)cc1 (stereo not given in full)	5	-3
Cc1ccc(-c2nc(C3CCCN(S(=O)(=O)c4ccc(C)cc4)C3)no2)cc1 (stereo not given)	-7	13
CCN(CC)c1ccc(NC(=O)COc2ccc(-n3cnnn3)cc2)cc1	-13	7
CCOC(=O)C1=C(CS(=O)(=O)c2ccccc2)NC(=O)NC1c1ccccc1OCC (stereo not given)	7	3
CCC(C)(C(=O)NC1CCCC1)N(C(C)=O)c1ccc(C)cc1 (stereo not given)	2	-6
O=C(O)C1(c2ccccc2)CCN(S(=O)(=O)c2ccc(Cl)s2)CC1	14	-9
COC1=C(N)C(=O)c2nc(C)ccc2C1=O	2	9
O=C(CN1CCCC(O)C1)N1c2ccccc2Sc2ccc(C(F)(F)F)cc21 (stereo not given)	5	-8
Brc1ccc(CSc2nccn2-c2ccccc2)cc1	-1	-7
Cc1ccc(NC(=O)CN2CCN(Cc3ccccc3)CC2)cc1Cl	14	-5

In a second layout: results already given
Fields – TAG inh, TAG inh DAPI viability
- Cc1cccc(C(=O)OC(C)C(=O)NC2CCCc3ccccc32)c1O (stereo not given)
→ -19, 5
- CC(C)[C@H](NC(=O)CCCn1nnc2ccccc2c1=O)C(=O)O
→ -1, 1

Going on with the list.
SMILES	TAG inh	TAG inh DAPI viability
Cc1csc2ncc(C(=O)Nc3ccc4c(c3)OCCO4)c(=O)n12	-7	2
CCN(CC(=O)Nc1c(F)cccc1F)C(=O)CNC(=O)c1sc2ccccc2c1Cl	-6	-5
CCCCN1CC(=O)N2[C@@H]3c4cc(OC)ccc4OC[C@@H]3[C@H](C(=O)OCC)[C@]2(C)C1=O	2	-1
CC(C)N(C(=O)CSc1nnc(NC(=O)c2ccco2)s1)C(C)C	-14	-6
O=C(NCc1ccc(Cl)cc1)C(=O)NCC1CCCN1S(=O)(=O)c1cccs1 (stereo not given)	3	-6
CCN(CC)S(=O)(=O)c1ccc2c(c1)c(=O)c(C(=O)N1CCN(c3ccccc3)CC1)cn2C	24	3
CCCCCC(=O)N1C[C@@H](O)[C@H](n2cc(C3CC3)nn2)C[C@@H]1c1ccc(Cl)cc1	-7	6
CCN1CCN(c2ccc(NC(=O)c3ccc([N+](=O)[O-])o3)cc2Cl)CC1	91	-80
CCOC(=O)Cn1nc(-c2ccccc2)c2cnc3ccc(C)cc3c21	4	-3
NC(=O)CC(NC(=O)c1ccc(Br)cc1)c1ccc(N2CCN(c3ccccc3)CC2)c([N+](=O)[O-])c1 (stereo not given)	10	0
Cc1cccc(-c2cnc(C(O)c3cc(C)cc(C)c3)[nH]2)c1 (stereo not given)	0	-8
Cc1cc(C)n(CC(=O)NNC(=O)c2cncc(Br)c2)n1	-1	1
CCCn1c(=O)c(C(=O)Nc2ncccc2C)c(O)c2ccccc21	5	8
COc1cccc(NCc2nnc(SCC(=O)N(C)C3CCS(=O)(=O)C3)n2C2CCCCC2)c1 (stereo not given)	-3	0
CC(=O)c1c(C)[nH]c(C(=O)NCCc2cccc(C)c2)c1C	-5	6
COc1ccc(CNCCS(=O)(=O)NN2CCOCC2)cc1	22	-20
O=C(Nc1ccc(Cl)cn1)c1cc2ccccc2o1	-20	3
c1ccc(NC2=Nc3ccccc3CC2)cc1	-1	0
CC(C)OC(=O)/C(=C\C=C\c1ccccc1)NC(=O)c1ccccc1	-3	3
COc1cc(/C=N/NC(=O)c2ccc(CSc3nncn3C)cc2)cc(OC)c1O	-13	13
